LRH-1 inv ag: suppresses constitutive activity of human LRH-1 | O00482 | actives 0.13% (n = 360,000) | inhibition, % at 3.6 µM | HEK293T StAR-luciferase reporter, LRH-1 transfected, 24 h;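 active = inhibition above the mean inhibition of all tested compounds plus 3 SD, cut at about 73% in these data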;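 also: 0% = DMSO wells and 100% = reporter-only cells lacking LRH-1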
Target sequence (O00482 whole entry, looked up): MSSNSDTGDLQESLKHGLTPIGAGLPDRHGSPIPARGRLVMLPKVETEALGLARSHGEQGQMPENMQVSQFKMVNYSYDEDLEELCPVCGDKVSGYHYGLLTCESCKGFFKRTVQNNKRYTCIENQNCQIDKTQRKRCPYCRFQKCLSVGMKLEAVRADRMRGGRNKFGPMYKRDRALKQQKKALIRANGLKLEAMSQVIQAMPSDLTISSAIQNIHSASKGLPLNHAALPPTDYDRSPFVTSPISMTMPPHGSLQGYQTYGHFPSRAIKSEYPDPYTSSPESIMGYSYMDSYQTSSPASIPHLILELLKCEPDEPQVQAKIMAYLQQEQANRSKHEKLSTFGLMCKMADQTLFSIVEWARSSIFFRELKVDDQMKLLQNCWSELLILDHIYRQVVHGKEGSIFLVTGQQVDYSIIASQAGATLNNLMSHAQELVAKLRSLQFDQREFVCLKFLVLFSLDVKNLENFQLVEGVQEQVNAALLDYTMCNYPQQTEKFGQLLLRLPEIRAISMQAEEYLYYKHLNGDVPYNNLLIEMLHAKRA
SRC2 inh: inhibits human steroid receptor coactivator 2. Q15596. HEK293 GAL4-SRC2 luciferase reporter, luminescence. inhibition, % at 9 µM. actives 0.17% (n = 370,000);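 active = inhibition above the mean inhibition of all tested compounds plus 3 SD, set per campaign, cut at about 52% in these data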;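 also: 0% = DMSO treated cells and 100% = cells given Gossypol at 36 µM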
COUP-TFII inh: blocks human COUP-TFII nuclear receptor | AID 686940 | inhibition, % at 8.6 µM | HEK293T NGFI-A luciferase reporter, luminescence | actives 0.7% (n = 370,000) | P24468;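 active = inhibition above a per-plate cutoff, mean inhibition of test wells between control levels plus 3 SD, cut at about 38% in these data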;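 also: cells cotransfected with COUP-TFII expression vector driving the NGFI-A reporter; 0% = median of COUP-TF2 test wells and 100% = reporter-only cells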
LMP1 NFkB inh: Epstein-Barr LMP1 NF-kappaB reporter inhibition; LMP1-induced NF-kappaB luciferase reporter cells, luminescence; inhibition, % at 12.5 µM; actives 0.69% (n = 350,000); AID 504558; in the data active = inhibition above about 41%; inconclusive = no clear call, values can overlap the other calls;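 also: 0% = neutral control wells and 100% = reference inhibitor control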
SRC1 inh: inhibitors of human steroid receptor coactivator 1 (SRC1); Q15788; HEK293 GAL4-SRC1 luciferase reporter, luminescence; inhibition, % at 3.6 µM; actives 0.12% (n = 360,000);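 active = inhibition above the campaign mean plus 3 SD, with each screening campaign given its own cutoff, cut at about 60% in these data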;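 also: 0% = DMSO treated cells and 100% = gossypol at 36 µM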
TRAIL sens C8: caspase-8 TRAIL sensitization. NB7+C8 cells + TRAIL, ATPlite viability luminescence. inhibition (viability loss, TRAIL sensitization), % at 10 µM. actives 1% (n = 360,000);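 active = compounds causing at least 50% loss of cell viability in the single-dose screen, relative to plate controls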
Vif inh: HIV Vif inhibition. actives 0.35% (n = 340,000). AID 602346. HEK293T cells, Vif self-association by quenched fluorescence, imaging, 24 h. inhibition, % at 7.49 µM; in the data active = inhibition above about 50%, passing the limit was not always enough; inconclusive = no clear call, values can overlap the other calls; inactive = below about 31%; also: some results filed as inactive read as strong as hits
NOD2 RIPK2 PPI: NOD2-RIPK2 protein interaction inhibition | O43353 | CHO BLA complementation NOD2-RIPK2, CCF4 ratio | inhibition, % at 4.98 µM | actives 0.38% (n = 360,000) | AID 624267; in the data active = inhibition above about 21%;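 also: 0% = vehicle only and 100% = reference blocker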
TROY NFkB inh: TROY signaling inhibition; Q293 LMP1-TROYcd NF-kB luciferase reporter, 4 h; inhibition, % at 10 µM; actives 0.98% (n = 360,000);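 active = compounds whose plate-normalised and pattern-corrected inhibition of the luciferase reporter signal at the single screening dose is 50% or more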
NCOA3 inh: inhibitors of human steroid receptor coactivator 3 (SRC3). Q9Y6Q9. HEK293 GAL4-SRC3 luciferase reporter, luminescence. inhibition, % at 3.6 µM. actives 0.17% (n = 360,000);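 active = inhibition above a per-campaign cutoff, the mean of all compounds plus 3 SD, cut at about 60% in these data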;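 also: 0% = DMSO-treated cells and 100% = gossypol-treated cells at 36 µM; higher means less SRC3-driven luciferase light from the GAL4 reporter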
TLR9-MyD88 inh: TLR9-MyD88 interaction inhibition | Q9NR96+Q99836 | CHO BLA complementation TLR9-MyD88, CCF4 FRET ratio | inhibition, % at 4.98 µM | actives 0.21% (n = 340,000);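 active = inhibition above the mean over all tested compounds plus 3 SD, cut at about 21% in these data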;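 also: 0% = DMSO only wells and 100% = clavulanate BLA inhibitor control wells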
* marks the source's active call; other numbers are inactive results; u = inconclusive; x = not tested or not shown. Not all compounds are listed; count on the stated rates, not on these rows.

SMILES,LRH-1 inv ag,SRC2 inh,COUP-TFII inh,LMP1 NFkB inh,SRC1 inh,TRAIL sens C8,Vif inh,NOD2 RIPK2 PPI,TROY NFkB inh,NCOA3 inh,TLR9-MyD88 inh
O=C(Nc1ccc(Cl)cc1)OCc1cn(-c2ccccc2)nn1,3,5,-10,-1,-13,-5,12,-8,-32,19,8
O=C(N/N=C1\CC(c2ccccc2)Oc2ccccc21)c1ccc(O)cc1 (centres undefined),-67,-40,-24,5,-9,24,15,-5,-55,-3,-39
Fc1ccc(COc2ccc(-c3nnco3)cc2)cc1,-39,-40,-35,x,-31,-19,-4,-7,-46,-63,x
O=C(O)c1cc(-c2ccc3ccccc3c2)nc2ccc(F)cc12,-17,2,5,-10,-7,54*,u,0,-9,6,-18
CC(C)(C)N(Cc1ccccc1)C(=O)COC(=O)CNS(=O)(=O)c1ccc2ccccc2c1,-5,10,12,-4,-8,-12,-2,-10,-12,-10,-1
O=C(N/N=C/c1cc(Cl)cc([N+](=O)[O-])c1O)c1ccccc1NS(=O)(=O)c1cccs1,-20,-14,6,-8,-2,9,8,-6,16,-8,-2
O=C(CSc1nnc(-c2ccncc2)o1)c1ccc2c(c1)OCCO2,14,2,15,2,0,0,-9,-3,-6,0,-2
Cn1c(SCC(=O)c2ccccc2)ncc(C(=O)Nc2ccc(F)cc2)c1=O,13,11,13,6,-19,12,-2,5,-31,-34,2
OC(CNC1CCCC1)COc1ccc(Cl)cc1 (centres undefined),21,11,10,-1,1,3,2,-9,2,8,2
COc1ccc(CCC(=O)c2ccc(OC)cc2)cc1,-9,-5,7,x,2,-1,-2,-14,-84,3,x
CNc1nc(SC)nc2ccsc12,10,-10,2,8,7,3,-1,-12,1,12,-5
CC(C)c1ccc(/C=C2\SC(=O)N(CC(=O)NCCCn3ccnc3)C2=O)cc1,-98,-51,-20,-19,-109,46,-5,-12,-36,-86,-5
CCN(Cc1nc2cc(Cl)ccc2c(=O)[nH]1)C(=O)CN1C(=O)NC2(CCCCC2C)C1=O (centres undefined),-18,8,2,-1,-3,8,-14,-4,10,-5,-2
CC(=O)N1c2ccccc2Oc2cc3ccccc3cc21,-80,-13,-38,-24,-84,-5,10,4,-32,-23,-9
Cc1ccc2nc(-c3ccc(NC(=O)CNC4CC4)cc3)sc2c1,-201,-3,-71,-7,-101,49,6,-6,-22,-77,-16
COc1ccc(CCNC(=S)N2CCN(S(=O)(=O)c3ccccc3)CC2)cc1,-11,-36,17,-2,-54,-19,-6,2,-22,9,-11
O=C(NNC(=O)c1ccc(NC(=O)c2ccccc2)cc1)c1ccc(F)cc1,-1,-12,10,0,-3,6,-1,-8,17,0,10
O=C(N/N=C/c1cccnc1)c1cccc(S(=O)(=O)Nc2cccc(Cl)c2)c1,1,-6,0,-3,-5,-18,-2,-6,10,-1,4
Cc1ccc(C)c(OCC(=O)Nc2ccccc2C(=O)N2CCOCC2)c1,3,-18,6,5,4,-11,-3,-13,11,10,10
Cc1noc(C)c1NC(=O)N(C)C[C@H]1Oc2c(NC(=O)Nc3ccccc3)cccc2C(=O)N([C@H](C)CO)C[C@@H]1C,-12,-18,4,-3,5,-12,-9,-18,-7,4,-1
CC(C(=O)Nc1ccccc1C#N)N1C(=O)NC2(CCCCCC2)C1=O (centres undefined),2,-10,-10,3,-16,0,-4,-2,21,4,4
Cc1nc2ccc(NC(=O)C3=NN(C)C(=O)CC3)cc2s1,-26,-26,-21,-5,-19,6,-1,2,-4,-16,3
O=C1c2ccccc2C(=O)N1c1ccc(Cl)cn1,-14,-3,16,-10,6,-3,6,-14,-16,14,-5
O=[N+]([O-])c1cc([N+](=O)[O-])c2oc(-c3ccccc3)c(Br)c2c1O,-1,x,x,2,2,4,-5,0,69*,7,7
CCN1C(=O)NC(c2ccccc2)C1=O (centres undefined),-2,-3,7,-36,10,-10,81*,-14,0,12,3
Cc1c(C(=O)Nc2nnc(C3CC3)s2)oc2c(Cl)cccc12,-9,-47,-17,-1,-7,-3,-13,-1,-35,-12,-10
COc1c(Br)cc(C(N)=O)cc1OCc1ccccc1,-4,6,-2,6,-6,1,x,-10,-6,15,3
COCCOC(=O)c1[nH]c2c(c1C)C(=O)CC(c1ccc(F)cc1)C2 (centres undefined),13,-11,11,4,-2,9,7,-5,25,9,5
COc1cccc(NC(=O)CN(C)CC(=O)Nc2ccc(C)cc2Cl)c1,-6,24,-2,-5,15,-7,-9,-8,30,14,8
Cc1noc(C)c1C(=O)N(C)CC(=O)Nc1ccc(F)c(F)c1F,-10,-13,-14,-1,-12,5,-2,0,-14,5,7
CCOc1ccc(CCNC(=O)COC(=O)c2oc3ccccc3c2COC)cc1OCC,-9,20,-8,-4,2,-5,1,-3,-6,15,6
CC1CCc2c(C(=O)NCc3ccccn3)csc2C1 (centres undefined),-98,-90,-39,-5,-97,3,0,1,1,-39,-11
CC(=O)c1cnc2c(-c3ccc(Cl)cc3)cnn2c1C,2,-26,7,-36,-21,-3,x,-18,-67,-28,0
COc1cc(CN(C(=O)c2cccs2)C2CCS(=O)(=O)C2)cc(OC)c1OC (centres undefined),-15,-8,8,1,-14,-18,5,-1,-9,3,5
COc1ccccc1-c1sc2cc3c(cc2c1C#CCO)OCO3,-2,-3,0,-14,-4,2,9,-4,4,-1,4
CC(=O)C1CCC2C3CCC4CC(=O)CCC4(C)C3C(O)CC12C (centres undefined),-1,5,1,-1,2,-2,-5,5,-10,-17,6
O=C(Nc1cnc2ccccn2c1=O)c1ccc(Cl)cc1Cl,-167,-36,-29,44*,-57,62*,34,-7,73*,-24,-7
Cc1ccc(NC(=O)Cn2c(=O)c3cccn3c3ccccc32)c(Cl)c1,-3,1,-9,-3,-4,-12,1,5,-29,-4,1
Cn1c(=O)c2c(nc(N/N=C/c3cccnc3)n2Cc2ccccc2)n(C)c1=O,13,-5,19,1,-6,-13,-6,-16,12,26,1
Cc1ccccc1-c1nnc(SCC(=O)NCC2CCCO2)o1 (centres undefined),1,-7,-7,-6,-2,1,18,1,-1,5,2
Cc1ccc(C(=O)CSc2nnc(-c3ccco3)o2)o1,-32,-22,-18,-10,-10,-24,-2,-8,-22,-10,5
CC(C)NC(=O)CSCc1cccc(Br)c1,-5,-4,-12,6,5,-4,-1,3,-13,23,-7
Cc1n[nH]c(=O)c2c(NC(=O)COC(=O)/C=C/c3cccc(C(F)(F)F)c3)oc(C)c12,1,13,-1,-1,-2,-1,0,9,-5,-1,3
CC(=O)COc1ccc2c(C)c(C)c(=O)oc2c1,-12,-25,-43,-6,-56,13,6,-7,-39,-15,-7
COc1cccc(COC(=O)Nc2ccccc2)c1OC,-80,-19,-29,x,-51,14,11,-3,-24,-77,x
CC1CCN(S(=O)(=O)c2ccc(C(=O)Nc3nnc(-c4ccccn4)o3)cc2)CC1,13,-14,-3,5,-5,4,17,-7,-29,11,1
CCOC(=O)/C(=N\Nc1cccc(C(F)(F)F)c1)N(CCOC)CCOC,18,18,10,2,9,6,-1,-2,6,10,-6
Cc1ccccc1Cc1c(C)nc2nc(SCC(=O)NCCCN3CCCC3)nn2c1C,2,-8,10,3,-8,6,11,-13,5,18,-3
CCCCc1nnc(NC(=O)C2CCCO2)s1 (centres undefined),-47,2,-14,-1,-32,-4,-2,-9,-32,-8,-13
CCc1nnc(NC(=O)c2sc3nc(C)cc(COC)c3c2N)s1,-10,-25,-15,-8,-1,-11,-1,5,-4,11,11
FC(F)(F)c1cc(Sc2ccccc2)nc(-c2ccccn2)n1,1,-5,3,-4,-14,5,-16,3,-34,-9,1
COc1cc(CC(=O)N/N=C/c2ccc([N+](=O)[O-])cc2)c([N+](=O)[O-])cc1OC,20,5,17,1,-2,-1,-9,-8,23,17,7
CCc1ccccc1N1CC23C=CC(O2)C(C(=O)O)C3C1=O (centres undefined),0,8,13,-4,0,-5,-8,-5,-17,17,7
O=C(CCN1C(=O)C2C3C=CC(C4CC34)C2C1=O)OCC(=O)c1ccccc1 (centres undefined),-2,10,-10,3,12,-14,8,-5,9,0,-4
Cc1cc(C(F)(F)F)c2c(N)c(C(=O)Nc3cc(C)on3)sc2n1,-12,-17,-9,-14,-29,-1,1,6,-47,-18,-5
COC(=O)c1cc(OC)c(OC)c(OC)c1[N+](=O)[O-],8,-10,-5,6,20,2,-3,-4,-32,13,3
CCCC1(C)Nc2ccccc2-c2nc3ccccc3n21 (centres undefined),-80,-78,-38,-14,-48,2,-10,-1,-82,-10,-10
Cc1nn(C)cc1C(C)NCc1c(C(=O)N2CCCCCCC2)nc2ccc(Cl)cn12 (centres undefined),-11,-10,11,5,-19,-4,-1,1,-15,7,-8
CCc1ccc2c(c1)C(c1cccs1)=NNC(c1cccnc1)=N2,-5,-8,12,-4,17,-11,0,-4,6,1,-4
